Source: PubChem
VP16 counter – counter-screen for ROR gamma inhibitors: Gal4-VP16 reporter; Drosophila S2 Gal4-VP16 UAS-luciferase, luminescence, 20 h; Potency, µM (doses to about 53.6 µM), without a hit: at the top dose activity, negative = inhibition, usual class: inhibitors; 310,000 tested, 3.5% active; AID 2546;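 also: Gal4-VP16 expression switched on by copper sulfate through the metallothionein promoter; % is scaled to controls: 0 for no effect and ±100 for the full control effect; nearly all actives have a fitted effect of over 50% in size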
Rab9 prom act – activators of Rab9 promoter | Potency, µM (series often up to 9.22 µM), for inactives: at the top dose activation, negative = inhibition, usual class: activators | Huh7 Rab9 promoter-luciferase reporter, luminescence, 24 h | 320,000 tested, 2.8% active; also: % of control where 0% means no effect; nearly all actives have a fitted effect of over 60% in size
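Promoter activation is measured as luciferase luminescence in Huh7 cells stably transfected with a Rab9 promoter–luciferase construct, following 24 h compound exposure at 37 °C and 10 min reagent incubation at ambient temperature.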
ELG1 genotoxic – induces genotoxicity in HEK293T cells with luciferase-tagged ELG1. AID 504466. HEK293T ELG1-luciferase reporter, luminescence, 16 h. Potency, µM (highest dose often 46 µM), without a hit: at the highest dose activity change, positive = activation, hits mostly activators. 330,000 tested, 1.3% active; also: % of control where 0% means no effect; nearly all actives have a fitted effect of over 60% in size
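After overnight (16 hr) compound treatment at 37 °C, ELG1-luciferase HEK293T cells were lysed with ONE-Glo; luminescence quantified 30 min later at room temperature.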
FLuc modulator – inhibits or activates purified firefly luciferase, miR-21 counter-screen | P08659 | purified FLuc, Km substrates, luminescence inhibition | Potency, µM (top dose mostly 57.5 µM), for inactives: at the top dose activity change, negative = inhibition, actives largely listed as inhibitors | 360,000 tested, 6.9% active | AID 588342;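 also: plate controls were vehicle for no effect and reference inhibitor for full effect; nearly all actives have a fitted effect of over 55% in size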
Target sequence (P08659 whole entry, looked up): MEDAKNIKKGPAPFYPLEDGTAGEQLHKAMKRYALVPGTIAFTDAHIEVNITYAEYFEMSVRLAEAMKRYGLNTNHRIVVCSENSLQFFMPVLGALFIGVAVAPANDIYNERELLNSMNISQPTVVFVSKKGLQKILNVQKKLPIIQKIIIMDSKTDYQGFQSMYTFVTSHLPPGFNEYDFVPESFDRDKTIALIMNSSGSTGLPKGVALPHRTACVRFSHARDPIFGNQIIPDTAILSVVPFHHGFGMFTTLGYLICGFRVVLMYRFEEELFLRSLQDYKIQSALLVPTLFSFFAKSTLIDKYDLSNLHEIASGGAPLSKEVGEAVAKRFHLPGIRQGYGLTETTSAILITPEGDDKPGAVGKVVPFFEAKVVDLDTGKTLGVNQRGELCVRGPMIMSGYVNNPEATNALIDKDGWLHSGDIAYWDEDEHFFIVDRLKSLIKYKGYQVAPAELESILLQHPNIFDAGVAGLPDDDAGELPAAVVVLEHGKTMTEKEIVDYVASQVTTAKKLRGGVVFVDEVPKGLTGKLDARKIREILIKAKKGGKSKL
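Biochemical qHTS of compounds, final roughly 60 µM downward over six points, against 10 nM purified firefly luciferase using Km concentrations of substrates (10 uM D-luciferin, 10 uM ATP) in Tris acetate pH 7.5 buffer; luminescence output.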
MBNL1-CUG inh – MBNL1-poly(CUG) RNA binding inhibition; Q9NR56; TR-FRET MBNL1-His/biotin-(CUG)12 binding, 665/545 ratio; Potency, µM (titrated, usually from 57.5 µM), for the others: at the highest dose activity change, negative = inhibition, actives largely listed as inhibitors; 280,000 tested, 0.036% active; active = well fitted inhibition curve with a large enough effect in the signal ratio, with a control signal flat, not every such curve was filed as active; inconclusive = small, poorly fitted or top-dose-only effect, or effect the other way, or a change in a side signal; inactive = no such curve, though single readings can be large or run the other way; the % refers to the signal ratio; also: % is scaled to controls: 0 for no effect and ±100 for the full control effect
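TR-FRET between His-tagged MBNL1 and biotin-(CUG)12 RNA, detected with Tb anti-His antibody (0.055 ng/ul) and streptavidin-XL665 (5 nM), 60 min at room temperature. Compounds titrated 92 nM to 58 uM; 665/545 nm ratio normalized to buffer and complex controls.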
NPC1 promoter act – activates the NPC1 promoter; Huh7 NPC1 promoter luciferase reporter, 24 h; Potency, µM (doses to about 9.22 µM), inactives show at the highest dose activation, actives largely listed as activators; 320,000 tested, 2.4% active; AID 485313;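 also: % of control where 0% means no effect; nearly all actives have a fitted effect of over 60% in size; reporter is driven by a mutant NPC1 promoter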
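Compounds in DMSO were transferred onto Huh7 NPC1-luciferase reporter cells pre-incubated 2 h; after 24 h at 37 °C, Amplite reagent was dispensed and luminescence recorded 10 min later.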
p53 reactivation – mutant p53 re-activation in reporter cells; H1299 p53-A138V BP100-luciferase reporter, luminescence, 24 h; Potency, µM (top dose mostly 92.2 µM), for inactives: at the top dose activity change, positive = activation, hits mostly activators; 320,000 tested, 0.063% active; AID 504706; also: % of control where 0% means no effect; nearly all actives have a fitted effect of over 45% in size
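p53-null H1299 cells stably carrying temperature-sensitive p53-A138V and a BP100-luciferase reporter were pinned with compounds (4-point, 1:5 series) and held 24 hrs at 37 deg C. Luminescence was read 10 min after detection reagent.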
BRCA1 expr act – increases BRCA1 expression; MCF7-BRCA1-FFLuc reporter, luminescence, 48 h; response scale: scaled: vehicle 0%, 10 µM genistein 100%; Potency, µM (series often up to 46.1 µM), for the others: at the highest dose activation, actives largely listed as activators; 380,000 tested, 1.1% active; AID 624202; also: nearly all actives have a fitted effect of over 80% in size; some results filed as inactive show a strong effect at the top dose
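Using MCF7 cells harboring a BRCA1 firefly luciferase reporter, plated 2 h before compound pinning, the screen measured luminescence after 48 h incubation. Responses were normalized to DMSO and 10 microM genistein, then fitted for concentration-effect.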
RORgamma inh – ROR gamma (mouse) transcription inhibition | Potency, µM (doses to about 53.6 µM), without a hit: at the top dose activity change, negative = inhibition, hits mostly inhibitors | P51450 | Drosophila S2 Gal4-RORgamma UAS-luciferase reporter, 20 h | 310,000 tested, 5.4% active; also: % is scaled to controls: 0 for no effect and ±100 for the full control effect; nearly all actives have a fitted effect of over 60% in size
Target sequence (P51450 whole entry, looked up, the tested form may be a part): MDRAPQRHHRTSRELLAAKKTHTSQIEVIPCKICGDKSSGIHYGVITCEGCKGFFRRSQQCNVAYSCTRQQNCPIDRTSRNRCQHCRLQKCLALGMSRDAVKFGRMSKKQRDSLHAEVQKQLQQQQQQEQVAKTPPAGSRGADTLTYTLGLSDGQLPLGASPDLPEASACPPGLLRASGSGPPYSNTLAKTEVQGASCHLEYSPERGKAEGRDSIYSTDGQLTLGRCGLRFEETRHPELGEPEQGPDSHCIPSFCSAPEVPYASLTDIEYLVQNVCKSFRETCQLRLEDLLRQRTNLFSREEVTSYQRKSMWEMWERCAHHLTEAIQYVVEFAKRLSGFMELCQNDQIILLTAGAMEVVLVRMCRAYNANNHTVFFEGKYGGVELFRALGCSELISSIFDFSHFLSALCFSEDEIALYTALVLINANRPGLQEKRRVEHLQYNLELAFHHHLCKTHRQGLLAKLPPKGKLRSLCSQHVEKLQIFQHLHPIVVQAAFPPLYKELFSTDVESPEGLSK
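Drosophila S2 cells stably expressing Gal4-DBD/mouse RORγ fusion under metallothionein promoter plus UAS-luciferase; compound 1 h, then 700 uM CuSO4 induction for 20 h at ambient temperature; inhibition read as reduced luminescence.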
uPA surface inh – blocks generation of uPA at the cell surface; Potency, µM (series often up to 38.3 µM), inactives show at the highest dose activity change, negative = inhibition, hits mostly inhibitors; 330,000 tested, 0.31% active; cell surface uPA generation assay, qHTS; AID 540303; active = well fitted inhibition curve with a large enough effect; inconclusive = small, poorly fitted or top-dose-only effect; inactive = no such curve, though single readings can be large or run the other way; tested in mouse RAW 264.7 cells; also: % is scaled to controls: 0 for no effect and ±100 for the full control effect; nearly all actives have a fitted effect of over 55% in size
Active calls of the source: *; ? = inconclusive; . = not tested or not shown; [ ] = dose if it differs, or a comment. Unless noted, calls follow the shape of the dose curve; as a rule, active = well fitted curve in the direction sought with a large enough effect; inconclusive = small, poorly fitted or top-dose-only effect, or another doubt; inactive = no such curve, though single readings can be large; an effect the other way counts as inactive or inconclusive. Potency is read from the fitted curve at half-maximal effect.

(1) O=C(NC1CCC(NC(=O)C2CCCO2)CC1)C1CCCO1 (stereo not given)
(2) N#C/C(=C\c1cccnc1)c1ccccn1
(3) CC(C)CC(NC(=O)c1ccc(Cl)cc1)C(=O)OCc1cc([N+](=O)[O-])cc2c1OCOC2 (stereo not given)
(4) CCOc1ccc(NS(=O)(=O)c2c(C(=O)N3CCCCCC3)c(C)n(C)c2C)cc1
(5) O=C(CC1Sc2ccccc2NC1=O)Nc1cccc(C(=O)O)c1 (stereo not given)
(6) COc1ccc(NC(=O)c2cccc(N3C(=O)C4C5C=CC(C5)C4C3=O)c2)cc1 (stereo not given)
(7) Cc1ccc(CN2C(=O)C3CCCN3c3ccc(S(=O)(=O)N4CCOCC4)cc32)cc1 (stereo not given)
(8) O=C(CSc1nc2ccccc2c(=O)n1-c1ccccc1)NC(=O)CN1CCCC1=O
Assay by compound	1	2	3	4	5	6	7	8
VP16 counter	0%	14%	-1%	4%	-1%	.	-3%	6%
Rab9 prom act	0%	19%	-1%	3%	2%	4%	12%	3%
ELG1 genotoxic	1%	9%	-2%	-1%[9.26 µM]	0%	-3%	1%	4%
FLuc modulator	-1%[2.3 µM]	-7%	0%	-2%	-7%	2%	3%	4%
MBNL1-CUG inh	-5%	1%	.	1%	-2%	-3%	30%[activator]	-3%
NPC1 promoter act	1%	2%	-1%	-3%	-1%	3%	-5%	-4%
p53 reactivation	-5%	20%	-4%	-4%	3%	.	26%	-3%
BRCA1 expr act	.	50%	-21%	-7%	43%	-17%	.	1%
RORgamma inh	-21%	-33%	2%	29%	-14%	.	-16%	-14%
uPA surface inh	.	5%	3%	-18%	10%	15%	.	2%

Values by screen from the entries so far.
Nos. 1–8 in VP16 counter: 0%, 14%, -1%, 4%, -1%, ., -3%, 6%
Nos. 1–8 in BRCA1 expr act: ., 50%, -21%, -7%, 43%, -17%, ., 1%
Nos. 1–8 in FLuc modulator: -1%[2.3 µM], -7%, 0%, -2%, -7%, 2%, 3%, 4%

Following part.
(9) Cc1cc(-c2nnc3n2N=C(c2ccccc2Br)CS3)n[nH]1
(10) COc1cc2c(C#N)c(N3CCc4ccccc4C3)nc(N)c2c(N)n1
(11) COC(=O)c1cc(Br)c(=O)n(Cc2ccc(C(=O)O)cc2)c1
(12) Cc1cc(C)nc(NC(=O)CN2C(=O)c3ccccc3C2=O)n1
(13) COc1ccc(S(=O)(=O)N(Cc2ccccc2)c2ccccc2C(=O)Nc2ccccc2C(=O)NCc2ccco2)cc1
(14) CCn1nccc1C(=O)Nc1cc(Cl)ccc1Cl
(15) CCOC(=O)N=Nc1c(O)n(CC)c2ccccc12
(16) CCc1nc(SCc2ccc([N+](=O)[O-])cc2)n[nH]1
Assay by compound	9	10	11	12	13	14	15	16
VP16 counter	2%	-3%	1%	-1%	-3%	.	?	-2%
Rab9 prom act	0%	0%	-2%	-9%	-1%	-2%	-3%	14%
ELG1 genotoxic	2%	13%	-1%	2%	-4%	2%	1%	6%
FLuc modulator	-4%	21µM*	-3%	2%	2%	-5%	-1%	?
MBNL1-CUG inh	-6%	10%	11%	7%	-20%	-7%	?	12%[11.5 µM]
NPC1 promoter act	-1%	10%	13%	-3%	-4%	-5%	-1%	2%
p53 reactivation	-4%	2%	1%	-2%	1%	-15%	-4%	?
BRCA1 expr act	-21%	-30%	-8%	2%	-51%	8%	-8%	75%
RORgamma inh	1%	11%	-9%	-12%	28%	8%[0.365 µM]	30%	29%
uPA surface inh	4%	1%	-7%	.	9%	-2%	-1%	-1%

(17) CC(=O)c1ccc(O[C@@H]2O[C@H](CO)[C@@H](O)[C@H](O)[C@H]2O)cc1
(18) Cc1ccccc1N=Nc1c(O)n(C)c2ccccc12
(19) COc1cccc(CN2CC(C(=O)NCCCc3ccc(C)cc3)CCC2=O)c1 (stereo not given)
(20) COc1ccc(OC)c(NC(=O)c2cccc(S(=O)(=O)N3CCN(C(C)=O)CC3)c2)c1
(21) C=CCN(c1ccc(C(=O)Nc2cc(C)cc(C)c2)cc1)S(C)(=O)=O
(22) CC(CN(C)Cc1ccccc1)OC(=O)c1cccc(F)c1 (stereo not given)
(23) Cc1ccc(NC(=O)C(OC(=O)c2cc(C)oc2C)c2ccccc2)cc1 (stereo not given)
(24) CN1C(C(=O)NCc2ccccc2)CC2Cn3c(nc4cc5ccccc5cc43)C21 (stereo not given)
Assay by compound	17	18	19	20	21	22	23	24
VP16 counter	.	.	2%	0%	1%	-2%	1%	-7%
Rab9 prom act	.	2%	26%	2%	-6%	-3%	10%	1%
ELG1 genotoxic	-1%	-2%	7%	10%	-1%	0%	-2%	-4%
FLuc modulator	.	-16%	?	-1%	?	-1%	-13%	-1%
MBNL1-CUG inh	.	?	-7%	1%	-7%	.	-19%	?
NPC1 promoter act	.	1%	-2%	-1%	-5%	4%	0%	-1%
p53 reactivation	2%	.	22%	-1%	-13%	-7%	?	-5%
BRCA1 expr act	1%	-46%	76%	-5%	-24%	5%	-33%	8%
RORgamma inh	.	.	?	-2%	?	-8%	-31%	-18%
uPA surface inh	-8%	2%	-8%	-3%	-1%	4%	7%	2%

(25) O=C(COC(=O)c1cccc(Cl)c1)Nc1ccc2[nH]c(=O)[nH]c2c1
(26) CCOc1ccc(NC(=O)c2ccc(NC(=O)CSc3nc4ccccc4c(=O)[nH]3)cc2)cc1
(27) CN1N=C(C(C)(C)C)CC1=O
(28) CC1CC(C)CN(C(=O)CCc2nnc3ccc(N4CCCCC4)nn23)C1 (stereo not given)
(29) CC(C)CCN1C(=O)CCC1(C)C(=O)NC1CCCCCCC1 (stereo not given)
(30) O=C(O)CCn1c(C2CCCCC2)nc2ccccc21
(31) Cc1cnc(C(=O)Nc2ccc(C(C)C)cc2)cn1
(32) O=C(COC(=O)COc1ccccc1[N+](=O)[O-])Nc1ccc(S(=O)(=O)N2CCCCC2)cc1
Assay by compound	25	26	27	28	29	30	31	32
VP16 counter	.	-3%	0%	8%	-10%	3%	-18%	10%
Rab9 prom act	1%	1%	6%	-1%	4%	5%	1.3µM*	11%
ELG1 genotoxic	-2%	?	0%	0%	3%	1%	?	0%
FLuc modulator	-1%	-6%	-3%	-2%	13%	0%	8.5µM*	-1%
MBNL1-CUG inh	.	-6%	.	5%	-14%	-14%	-6%	6%
NPC1 promoter act	3%	-8%	1%	-1%	-3%	-4%	3.5µM*	0%
p53 reactivation	-1%	-1%	5%	-9%	0%	16%	0%	-2%
BRCA1 expr act	5%	12%	-3%	0%	-14%	2%	16%	-2%
RORgamma inh	.	6%	7%	-24%	-2%	4%	?	11%
uPA surface inh	1%	0%	-4%	-4%	.	.	-8%	4%

The list goes on; the last two above are carried over.
(31) Cc1cnc(C(=O)Nc2ccc(C(C)C)cc2)cn1
(32) O=C(COC(=O)COc1ccccc1[N+](=O)[O-])Nc1ccc(S(=O)(=O)N2CCCCC2)cc1
(33) CCCN1CCC(NC(=S)Nc2ccc(S(N)(=O)=O)cc2)CC1
(34) CC(=O)Nc1cccc(NC(=O)CSc2ccc3nnc(CCNC(=O)c4ccccc4)n3n2)c1
(35) CC1CCCCN1C(=O)CSc1nc2cc3c(cc2c(=O)n1Cc1ccc2c(c1)OCO2)OCO3 (stereo not given)
(36) Cc1ccc2c(c1)C(=O)CC(O)(C(F)(F)F)O2 (stereo not given)
(37) O=C(N/N=C/c1cn(CCOc2ccccc2)c2ccccc12)c1ccncc1
(38) COc1ccc(C(CNC(=O)c2cccc(N(C)C)c2)N2CCCC2)cc1 (stereo not given)
(39) Cc1ccc(NC(=S)NCCc2ccc(S(N)(=O)=O)cc2)cc1C
(40) CCOC(=O)c1sc2nc(C)nc(NCCc3ccc(S(N)(=O)=O)cc3)c2c1C
Assay by compound	31	32	33	34	35	36	37	38	39	40
VP16 counter	-18%	10%	3%	4%	0%	-7%	10µM*	9%	0%	?
Rab9 prom act	1.3µM*	11%	-6%	0%	5%	-3%	-14%	-2%	-3%	-2%
ELG1 genotoxic	?	0%	1%	1%	-8%	-4%	-3%	0%	2%	0%
FLuc modulator	8.5µM*	-1%	1%	1%	2%	-3%	?	-16%	3%	2%
MBNL1-CUG inh	-6%	6%	10%	-4%	6%	2%	20%	?	0%	128%[activator]
NPC1 promoter act	3.5µM*	0%	-4%	-1%	-8%	0%	1%	0%	-4%	7%
p53 reactivation	0%	-2%	1%	-3%	-16%	1%	?	-5%	-8%	0%
BRCA1 expr act	16%	-2%	-7%	-4%	0%	4%	-30%	-4%	-3%	-2%
RORgamma inh	?	11%	-4%	-11%	0%	18%	6.3µM*	-23%	?	-22%
uPA surface inh	-8%	4%	3%	0%	1%	2%	-6%	-5%	1%	-1%
